PAD4 inh = blocks human protein arginine deiminase 4; Q9UM07; recombinant PAD4, RCA probe fluorescence polarization; inhibition, % at 6.36 µM; 330,000 compounds, 0.41% hits;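 active = percent inhibition above a cutoff equal to the mean of all tested compounds plus 3 SD, cut at about 15% in these data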;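 note: 0% = PAD4 with RCA probe and DMSO and 100% = probe without PAD4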
PAFAH1B3 inh = inhibitors of human PAFAH1B3 | 340,000 compounds, 0.28% hits | recombinant PAFAH1B3, FP-rhodamine probe, fluorescence polarization | Q15102 | inhibition, % at 3.39 µM;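 active = inhibition above the screen-wide average of all tested compounds plus 3 SD, cut at about 25% in these data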;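 note: 0% = enzyme with DMSO only and 100% = wells lacking PAFAH1B3 protein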
Target sequence (Q15102 whole entry, looked up): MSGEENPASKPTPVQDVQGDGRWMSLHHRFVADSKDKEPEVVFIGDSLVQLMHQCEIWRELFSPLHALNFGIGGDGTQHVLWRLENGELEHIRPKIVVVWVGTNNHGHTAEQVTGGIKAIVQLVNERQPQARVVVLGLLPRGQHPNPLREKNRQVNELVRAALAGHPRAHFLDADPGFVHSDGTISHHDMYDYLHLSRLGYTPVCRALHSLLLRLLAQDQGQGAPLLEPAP
PME-1 primary = PME-1 (human) inhibition. AID 2130. recombinant PME-1, FP-Rh probe fluorescence polarization. Q9Y570. 320,000 compounds, 0.53% hits. inhibition, % at 5.9 µM;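 active = inhibition above the campaign mean of all compounds plus 3 SD, cut at about 26% in these data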;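 note: competitive labeling of PME-1 active site by serine hydrolase directed probe; 0% = PME-1 with DMSO and 100% = wells lacking PME-1 enzyme; inhibitors block probe labeling so polarization falls and inhibition rises; many of its hits are not listed in these tables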
pPAFAH FP inh = inhibitors of human plasma PAF acetylhydrolase (pPAFAH). recombinant pPAFAH, FP-rhodamine probe fluorescence polarization. inhibition, % at 3.39 µM. 330,000 compounds, 1.5% hits;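 active = inhibition above the mean inhibition across the screen plus 3 SD, cut at about 25% in these data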;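 note: inhibitors block binding of the rhodamine activity-based probe so polarization drops; 0% = enzyme with DMSO and 100% = wells lacking pPAFAH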
Target sequence (Q13093 whole entry, looked up): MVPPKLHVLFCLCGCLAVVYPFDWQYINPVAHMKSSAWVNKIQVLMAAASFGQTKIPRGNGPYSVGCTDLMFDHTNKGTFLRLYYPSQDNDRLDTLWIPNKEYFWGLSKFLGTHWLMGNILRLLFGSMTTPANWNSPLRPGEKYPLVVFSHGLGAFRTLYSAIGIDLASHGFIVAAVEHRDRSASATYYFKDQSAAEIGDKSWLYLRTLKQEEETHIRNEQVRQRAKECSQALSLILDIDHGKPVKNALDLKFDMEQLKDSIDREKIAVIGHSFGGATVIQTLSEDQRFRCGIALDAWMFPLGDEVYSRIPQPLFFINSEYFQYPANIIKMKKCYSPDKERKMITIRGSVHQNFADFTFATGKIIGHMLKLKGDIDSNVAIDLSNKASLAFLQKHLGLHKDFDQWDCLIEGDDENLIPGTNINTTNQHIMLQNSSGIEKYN
LYPLA1 counter = LYPLA1 (human) inhibition in PME1 counter-screen; recombinant LYPLA1, FP-Rh probe fluorescence polarization; 320,000 compounds, 0.16% hits; O75608; inhibition, % at 5.9 µM;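 active = inhibition above the mean of all tested compounds plus 3 SD, set per campaign, cut at about 14% in these data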;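 note: inhibitors block serine hydrolase probe labeling of LYPLA1 so polarization falls; 0% = enzyme with DMSO and 100% = wells lacking LYPLA1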
LYPLA2 counter = counter-screen for PME1 inhibitors: inhibitors of human LYPLA2; O95372; recombinant LYPLA2, FP-Rh probe fluorescence polarization; inhibition, % at 5.9 µM; 320,000 compounds, 0.38% hits;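 active = inhibition above the screen-wide mean plus 3 SD, limit set per campaign, cut at about 26% in these data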;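 note: 0% = LYPLA2 with DMSO and 100% = wells lacking LYPLA2 enzyme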
Target sequence (O95372 whole entry, looked up): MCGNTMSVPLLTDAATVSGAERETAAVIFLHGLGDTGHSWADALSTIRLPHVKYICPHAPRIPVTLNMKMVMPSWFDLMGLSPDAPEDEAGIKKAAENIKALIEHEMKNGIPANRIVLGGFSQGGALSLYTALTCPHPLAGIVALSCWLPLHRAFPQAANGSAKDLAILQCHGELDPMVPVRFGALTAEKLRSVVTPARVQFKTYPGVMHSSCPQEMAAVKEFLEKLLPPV
PAFAH1B2 inh = inhibitors of human PAFAH1B2; recombinant PAFAH1B2, FP-rhodamine activity probe, fluorescence polarization; AID 492953; 340,000 compounds, 1.2% hits; P68402; inhibition, % at 3.39 µM;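 active = inhibition above the mean of all tested compounds plus 3 SD, cut at about 24% in these data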;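 note: 0% = enzyme with DMSO and 100% = wells lacking PAFAH1B2; many of its hits are not listed in these tables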
PREPL inh = inhibitors of human prolyl oligopeptidase-like enzyme PREPL; inhibition, % at 5.96 µM; 320,000 compounds, 0.68% hits; recombinant PREPL, fluorescence polarization activity-based probe; AID 2751; in the data active = inhibition above about 43%;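 note: 0% = enzyme with DMSO and 100% = wells lacking enzyme; many of its hits are not listed in these tables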
GSTO1 counter = blocks human GSTO1 in RBBP9 counter-screen. P78417. recombinant GSTO1, activity-based probe fluorescence polarization. inhibition, % at 5.96 µM. 300,000 compounds, 1.1% hits. AID 1974;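 active = inhibition above the campaign mean inhibition plus 3 SD, cut at about 35% in these data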;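 note: 0% = GSTO1-1 with DMSO and 100% = wells lacking GSTO1-1 enzyme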
The depositor's hits bear a star; . = no result given. These rows are one share of the data, so the mix of outcomes need not match the whole.

no.	SMILES	PAD4 inh	PAFAH1B3 inh	PME-1 primary	pPAFAH FP inh	LYPLA1 counter	LYPLA2 counter	PAFAH1B2 inh	PREPL inh	GSTO1 counter
1	Cc1ccc(NC(=O)CCCSc2ccccc2)cc1S(=O)(=O)N1CCOCC1	-1	2	0	7	-5	-5	2	2	-10
2	COc1cccc(CN2CCN(Cc3nc(-c4cccs4)oc3C)CC2CCO)c1 (stereo unspecified)	-3	6	1	-4	-3	-6	1	11	0
3	Cc1cccc(-n2c(=O)cc(N3CCN(c4ccc(F)cc4)CC3)[nH]c2=O)c1	-1	4	6	6	3	-1	20	2	1
4	O=C(Cc1ccc([N+](=O)[O-])cc1)NCc1ccccn1	-5	7	7	7	1	0	1	0	1
5	CCC(=O)NC(=S)Nc1ccc(NC(=O)c2ccc(Br)o2)cc1	1	3	2	2	-1	5	-1	11	2
6	COC(=O)c1cc(CN2CCN(c3ccccc3C)CC2)ccc1O	-8	-1	-6	5	3	2	1	4	3
7	COc1ccccc1NC(=O)c1ccccc1NC(=O)c1cccs1	2	-4	-2	13	-2	-1	5	-6	2
8	CC1CN(CC(=O)NCc2ccc(F)cc2)CC(C)O1 (stereo unspecified)	-4	2	0	6	1	-1	4	-1	-7
9	CCCCCN(C(=O)COC(=O)c1ccc(Br)o1)c1c(N)n(CCCC)c(=O)[nH]c1=O	-1	-3	0	5	1	4	5	-3	-9
10	O=C(OC1CCOC1=O)c1cccc(S(=O)(=O)N2CCc3ccccc3C2)c1 (stereo unspecified)	-2	-8	-4	0	-1	-2	6	3	4
11	COc1ccc(-c2noc(C3CCCN(C(=O)Nc4ccccc4F)C3)n2)cc1 (stereo unspecified)	-9	6	-6	0	1	5	0	12	-1
12	CC1(C)Cc2nc(-c3ccccc3)nc(SCC(=O)N3CCCC3)c2CO1	-2	11	5	2	1	5	0	0	4
13	Cc1c(C(=O)O)nnn1-c1ccccc1	0	2	-3	-1	-5	-4	5	4	6
14	COc1ccccc1N1C(=O)CSC1=S	-23	-4	-5	3	-5	0	1	-6	-6
15	Cc1ccc(S(=O)(=O)Nc2c(NC3CCCCC3)c3ccccc3oc2=O)cc1C	3	5	1	0	-3	-4	3	-9	-5
16	CSc1cccc(NC(=S)NN(C)C)c1	1	6	3	3	3	3	5	14	19
17	Cc1cnc(C(=O)Nc2ccc(S(=O)(=O)N(C(C)C)C(C)C)cc2)cn1	0	3	-1	4	-2	-2	2	6	5
18	Nc1nonc1-n1nnc(C(=O)N/N=C\c2ccncc2)c1CN1CCCCC1	-1	5	-2	2	0	1	-4	4	3
19	O=C(COC(=O)/C=C/c1ccco1)Nc1ccccc1	2	8	-1	10	2	7	3	-1	7
20	COc1ccc(-c2cc3ccccc3n2CC(O)CN2CCCCC2)cc1 (stereo unspecified)	4	-2	-1	1	1	-6	-2	19	18
21	Cc1cc(=O)oc2cc(NC(=O)c3ccnn3C)ccc12	4	3	-2	2	2	0	1	-3	5
22	Cc1cc(N2Cc3ccccc3C2)ccc1C=O	-1	-3	1	13	0	0	-5	0	3
23	Cc1cccc(/C(N)=N/OC(=O)C23CC4CC(CC(C4)C2)C3)c1	-1	4	-4	-5	-3	2	2	6	1
24	Oc1ccc(C[C@@H]2CNCCN2CCc2cccc(F)c2)cc1	4	-7	-1	-3	0	0	3	21	8
25	COc1ccc(/C=N/NC(=O)CN2CCCCCCC2)c(C)c1C	3	-5	1	3	2	1	1	32	-2
26	CC(C)COc1ccc(N)cc1OCC(C)C	-5	7	-2	6	2	2	-2	8	14
27	Cc1ccccc1OCC(=O)OC(C(=O)c1ccccc1)c1ccccc1 (stereo unspecified)	-4	5	0	4	1	-2	-2	-7	-2
28	CN(C)c1ccc(CNC(=O)C2CCN(S(=O)(=O)c3ccc4c(c3)CCC(=O)N4)CC2)cc1	0	4	4	14	0	3	9	18	-3
29	CCOc1ccc2ccccc2c1C(=O)NCC(c1ccc(N(C)C)cc1)N(C)C (stereo unspecified)	-3	0	3	6	0	1	0	7	14
30	CCCCCOc1ccc(C(=O)CCN2CCOCC2)cc1	1	9	0	2	2	1	-1	0	-1
31	COc1ccc(C(=O)NNC(=O)c2cccs2)cc1S(=O)(=O)N1CCOCC1	-5	13	.	3	.	.	6	10	.
32	NS(=O)(=O)c1ccc(NC(=O)CSc2nc3ccccc3c(=O)n2Cc2ccncc2)cc1	-3	6	.	-1	.	.	1	10	.
33	COc1ccc(/C(C)=N/NC(=O)c2nnn(-c3nonc3N)c2-c2cccs2)cc1	-2	-5	6	3	1	2	0	4	2
34	C#CCOCCOCCOCCNc1nc(N2CCN(C(=O)[C@H](Cc3cc4ccccc4[nH]3)n3cc([C@@H](N)C(C)CC)nn3)CC2)nc(N2CCN(C(=O)[C@H](Cc3cc4ccccc4[nH]3)n3cc([C@@H](N)CC(C)C)nn3)CC2)n1 (stereo partly specified)	-4	.	0	3	-5	-8	.	69*	0
35	Cc1nn(CC(=O)NCCCN2CCCCC2)c(=O)c2cccn12	0	4	-3	0	-3	1	3	6	3
36	CCC(=O)Nc1c(C#N)c2nc3ccccc3nc2n1-c1ccccc1C	0	-1	-3	-1	-4	-6	2	8	24
37	COc1cccc(C(=O)Nc2c(C(N)=O)oc3ccccc23)c1	-2	6	-7	1	-5	-8	-2	-1	-9
38	O=C(CSc1nnc2c(n1)[nH]c1ccc(F)cc12)N1CCOCC1	-5	0	-4	6	1	2	2	0	3
39	CCN(CC(=O)Nc1c(F)cccc1F)C(=O)COc1ccc2c(c1)CCC2	1	0	-2	1	0	-1	5	4	-1
40	CCC(SC1=Nc2ccccc2C2=NC(CC(C)C)C(=O)N12)C(=O)Nc1ccc2c(c1)OCO2 (stereo unspecified)	-9	7	-9	9	-4	-4	10	10	14
41	CC(=O)c1cccc(OCCN2C(=O)NC(C)(C)C2=O)c1	4	8	1	0	3	2	9	9	6
42	N#Cc1ccc(-c2csc(-c3ccno3)n2)cc1	2	.	-2	-1	0	1	.	-6	0
43	O=C(CN(C(=O)Cn1nnc(-c2ccc(F)cc2)n1)c1cccc(F)c1)NC1CCCC1	4	0	-8	0	-2	-6	6	0	-3
44	O=C(NNC(=O)c1cc2ccccc2[nH]1)OCc1ccccc1	-2	-1	.	-3	.	.	7	-9	.
45	Cc1ccc(C(=O)O)cc1NC(=O)C1=CSCCO1	-5	4	-5	8	-3	-1	1	8	6
46	Cc1ccc(CN2CCN(Cc3cnc(C)s3)CC2CCO)o1 (stereo unspecified)	0	1	0	1	-1	2	7	1	1
47	CSc1ccccc1NC(=O)CN(C)Cc1cccc(Cl)c1	-4	11	2	3	3	3	0	0	6
48	CC(=O)NC(N(C#N)c1nc(Cl)nc(N(C)C)n1)C(Cl)(Cl)Cl (stereo unspecified)	4	3	0	-3	-1	0	0	-6	2
49	COc1ccc2cc(C(=O)N3CCCCCC3)sc(=O)c2c1OC	2	-1	1	2	-1	9	-3	-2	13
50	Cc1nc(NC(=O)c2ccccc2)sc1-c1csc(Nc2cccc(Cl)c2)n1	-13	.	1	7	-26	-36	.	0	-19
51	CC(OC(=O)CNC(=O)c1cccs1)C(=O)Nc1ccc(S(N)(=O)=O)cc1 (stereo unspecified)	-1	-4	-6	-4	1	2	0	16	1
52	CCOC(=O)c1ccc(NC(=S)N2CCSC2c2c(F)cc(F)cc2F)cc1 (stereo unspecified)	0	-3	-13	-10	-8	-11	-3	-1	-11
53	Cc1cc(NC(=O)CSc2nnc(CNC(=O)c3c(F)cccc3F)o2)no1	2	3	-2	-2	5	12	0	22	5
54	CC(=O)c1c(C)[nH]c(C(=O)N(C)CC(=O)Nc2ccc(Cl)c(C(F)(F)F)c2)c1C	-4	4	-3	0	-6	-4	3	-3	2
55	Cc1cc(C(=O)OCC(=O)Nc2cccc([N+](=O)[O-])c2)c(C)o1	-2	2	.	4	.	.	5	0	.
56	O=C(NCc1ccco1)C(c1ccccc1)N(C(=O)Cc1cccs1)c1cccnc1 (stereo unspecified)	6	8	3	2	1	-2	1	3	5
57	Cc1c(Cc2ccccc2)c(=O)oc2cc(OCC(=O)NCC(O)c3ccccc3)ccc12 (stereo unspecified)	4	-5	2	8	-1	0	-8	-11	0
58	O=c1[nH]c2ccccc2c(O)c1Cc1ccccc1	-2	0	3	-2	-1	0	-1	14	4
59	Cc1ccccc1C(=O)Nc1cccc(NC(=O)c2ncn[nH]2)c1	-1	6	5	5	0	4	-3	1	-4
60	CC(C)c1ccc(NC(=O)CNS(=O)(=O)c2ccc(F)cc2)cc1	0	7	-2	4	1	-2	12	-17	5

(further entries)
no.	SMILES	PAD4 inh	PAFAH1B3 inh	PME-1 primary	pPAFAH FP inh	LYPLA1 counter	LYPLA2 counter	PAFAH1B2 inh	PREPL inh	GSTO1 counter
61	COc1ccc(/C=C(/C(=O)Nc2ccccc2C(=O)N2CCCC2)c2ccccc2)cc1	2	-1	2	1	-5	3	0	4	10
62	Cc1ccc(NC(=O)CN(C)C(=O)COC(=O)c2nccnc2N)cc1	-1	3	-5	2	-2	2	2	6	.
63	CCOC(=O)C1Oc2ccccc2C(c2cccc3ccccc23)=C1C(=O)OC (stereo unspecified)	4	9	.	3	.	.	-1	.	.
64	CN(C)S(=O)(=O)c1ccc(N2CCCC2)c(C(=O)OCC(=O)NC2CCCCC2)c1	1	10	4	-4	0	-3	6	-18	12
65	CCC(C)NS(=O)(=O)c1ccc(S(=O)(=O)N2CC=C(c3ccc(F)cc3)CC2)cc1 (stereo unspecified)	-3	7	3	5	-9	-10	-3	-58	11
66	CCn1cc(C(=O)NCCCN2CCC(C)CC2)c(=O)c2cc(S(=O)(=O)N3CCCC3)ccc21	-2	3	7	-1	-1	-7	6	4	-2
67	CCO[C@H]1OC(C(N)=O)=C[C@@H](c2csc3ccccc23)[C@@H]1CCCO	-3	-4	1	-1	-2	-6	-3	8	3
68	Nc1c(N(CCC2=CCCCC2)C(=O)c2ccc([N+](=O)[O-])o2)c(=O)[nH]c(=O)n1Cc1ccccc1	-17	3	1	7	-1	-1	7	16	-4
69	CCCC(=O)Nc1ccc(-c2nc3cc(C)c(C)cc3o2)c(O)c1	-3	1	-4	7	-7	-2	1	15	4
70	COc1cc(OC)c(C(=O)NNC(=S)NC2CCCCC2)cc1OC	-5	2	4	22	1	1	-8	18	-2
71	CC(=O)c1ccc(N2CCN(CC(=O)Nc3ccccc3N3CCOCC3)CC2)cc1	-3	6	3	2	1	4	2	28	-15
72	O=C1C(Cl)=C(NCc2cccnc2)C(=O)c2ccccc21	21*	19	5	2	0	7	8	4	77*
73	CCOC(=O)c1c(/N=C/c2cccc([N+](=O)[O-])c2O)sc(C)c1C	-2	8	3	11	1	6	4	-4	4
74	Cc1noc(C)c1S(=O)(=O)N(CC(=O)NCc1ccc2c(c1)OCO2)c1ccc(C(C)C)cc1	-3	6	-1	3	-2	-7	0	-27	3
75	Cc1nc(-c2ccccc2O)n(-c2ccccc2)n1	-2	0	-10	2	-2	1	-3	-6	2
76	CC(C)(C)c1ccc(OCC(O)CN(CCO)CC(O)Cn2ccc3ccccc32)cc1 (stereo unspecified)	-1	1	0	9	2	2	9	14	-1
77	Nc1n[nH]c(-c2ccc(Br)cc2)c1Cl	2	3	-4	8	1	2	-2	7	11
78	COC(=O)c1c(C)oc2c1cc(NS(=O)(=O)c1ccc(C(=O)O)cc1)c1ccccc12	-14	1	-10	24	-3	-4	-2	3	10
79	COc1ccc(CCNC(=O)C2CC3Cn4c(nc5ccccc54)C3N2c2ccccc2)cc1 (stereo unspecified)	-2	11	4	4	-2	-8	-4	4	5

Screens from PubChem.
